# NPSR antag: blocks cAMP signaling of the human neuropeptide S receptor. AID 1461. Potency, µM (titrated, usually from 38.3 µM), for the others: at the top dose activity change, negative = inhibition, most hits filed as inhibitors. actives 1% (n = 220,000). CHO-NPSR cells, cAMP TR-FRET, antagonist mode; further: on the % scale 0 is the no-effect control and ±100 the full control effect; nearly all actives have a fitted effect of over 50% in size; many of its hits are not listed in these tables
# Target sequence (Q6W5P4 whole entry, looked up): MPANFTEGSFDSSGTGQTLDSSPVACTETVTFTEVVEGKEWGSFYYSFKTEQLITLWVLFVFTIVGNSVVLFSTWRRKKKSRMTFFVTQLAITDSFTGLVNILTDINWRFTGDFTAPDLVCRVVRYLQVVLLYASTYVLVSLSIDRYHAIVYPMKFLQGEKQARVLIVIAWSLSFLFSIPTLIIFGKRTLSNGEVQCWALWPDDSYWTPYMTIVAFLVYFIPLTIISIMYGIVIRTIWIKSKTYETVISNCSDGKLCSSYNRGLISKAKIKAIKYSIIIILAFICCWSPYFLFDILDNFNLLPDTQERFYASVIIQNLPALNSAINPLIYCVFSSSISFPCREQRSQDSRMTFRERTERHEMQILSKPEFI
# RGS12 GoLoco inh: inhibitors of human Gai1-RGS12 GoLoco interaction (red fluorophore); P63096; Gai1:RGS12 GoLoco peptide FP, rhodamine, 10 min; Potency, µM (doses to about 61.6 µM), without a hit: top-dose activity, negative = inhibition, usual class: inhibitors; actives 0.44% (n = 230,000); AID 880; active means well fitted inhibition curve with a large enough effect, not every such curve was filed as active; inactive means no such curve, though single readings can be large or run the other way; further: on the % scale 0 is the no-effect control and ±100 the full control effect; nearly all actives have a fitted effect of over 30% in size; many of its hits are not listed in these tables
# SMN2 splice up: enhancers of SMN2 splice variant expression | HEK293 SMN2-luciferase splicing reporter, luminescence, 30-36 h | Potency, µM (titrated, usually from 46.1 µM), for the others: at the highest dose activity change, positive = activation, actives largely listed as activators | actives 2.8% (n = 210,000); further: % of control where 0% means no effect; nearly all actives have a fitted effect of over 55% in size
#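 HEK293 cells carry an SMN2 minigene-luciferase reporter in which exon 7 inclusion puts luciferase in frame. Cells were seeded at 2000 cells/well, attached for 10-12 hours, then exposed to compounds for 30-36 hours at 37C before ONE-Glo luminescence.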
# IMPase Li cell: membrane-permeable IMPase blocker, potentiated with lithium; CHO-M1 cells, IP1 TR-FRET (IP-One), carbachol + lithium; actives 0.35% (n = 210,000); Potency, µM (top dose mostly 59.4 µM), inactives show top-dose activity, negative = IMPase inhibition, hits mostly inhibitors;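 further: IP1 builds up when IMPase is blocked and the TR-FRET signal falls; plate controls were basal vehicle for no effect and high inhibitor control for full effect; nearly all actives have a fitted effect of over 50% in size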
#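 CHO cells stably expressing M1 receptor (2000/well, cultured 16–30 h) treated 30 min at 37C with compound plus low lithium. Cytosolic IP1 by TR-FRET (665/620 ratio and 620 channel) after 10 min lysis; AC50 by Hill fit.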
# Epigenetic derep: regulators of epigenetic silencing causing reporter derepression in mouse cells | murine LDR cells, GFP reporter derepression, 30 h | Potency, µM (top dose mostly 53.9 µM), for inactives: top-dose GFP activation, usual class: activators | actives 0.2% (n = 280,000); further: % of control where 0% means no effect; nearly all actives have a fitted effect of over 60% in size
#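 Murine LDR cells bearing a silenced CMV-driven GFP reporter were exposed to compound for 30 h at 37 C. After PBS washes, GFP-positive cells (20-120 um objects) counted by laser-scanning microplate cytometry.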
# KinaseGlo FLuc: blocks Kinase-Glo luciferase, a counter-screen artifact. Kinase-Glo luciferase, ATP luminescence, 8 min. actives 0.28% (n = 200,000). Potency, µM (doses to about 38.3 µM), without a hit: at the top dose activity change, negative = inhibition, usual class: inhibitors; further: on the % scale 0 is the no-effect control and ±100 the full control effect; nearly all actives have a fitted effect of over 60% in size
#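 Kinase-Glo luciferase light output from ATP and luciferin was measured with 10 uM ATP, within the enzyme's linear range. Buffer: 50 mM imidazole pH 7.2, 50 mM KCl, 7 mM MgCl2, 0.01% Tween 20, 0.05% BSA; luminescence read after 8 min at ambient temperature.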
# RECQ1 inh: RECQ1 (human) helicase inhibition; P46063; RECQ1 DNA unwinding, red fluorescence kinetic read; Potency, µM (series often up to 57.3 µM), for the others: top-dose activity, negative = inhibition, most hits filed as inhibitors; actives 0.54% (n = 240,000);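 further: plate controls were vehicle for no effect and no enzyme for full effect; nearly all actives have a fitted effect of over 30% in size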
# Target sequence (P46063 whole entry, looked up): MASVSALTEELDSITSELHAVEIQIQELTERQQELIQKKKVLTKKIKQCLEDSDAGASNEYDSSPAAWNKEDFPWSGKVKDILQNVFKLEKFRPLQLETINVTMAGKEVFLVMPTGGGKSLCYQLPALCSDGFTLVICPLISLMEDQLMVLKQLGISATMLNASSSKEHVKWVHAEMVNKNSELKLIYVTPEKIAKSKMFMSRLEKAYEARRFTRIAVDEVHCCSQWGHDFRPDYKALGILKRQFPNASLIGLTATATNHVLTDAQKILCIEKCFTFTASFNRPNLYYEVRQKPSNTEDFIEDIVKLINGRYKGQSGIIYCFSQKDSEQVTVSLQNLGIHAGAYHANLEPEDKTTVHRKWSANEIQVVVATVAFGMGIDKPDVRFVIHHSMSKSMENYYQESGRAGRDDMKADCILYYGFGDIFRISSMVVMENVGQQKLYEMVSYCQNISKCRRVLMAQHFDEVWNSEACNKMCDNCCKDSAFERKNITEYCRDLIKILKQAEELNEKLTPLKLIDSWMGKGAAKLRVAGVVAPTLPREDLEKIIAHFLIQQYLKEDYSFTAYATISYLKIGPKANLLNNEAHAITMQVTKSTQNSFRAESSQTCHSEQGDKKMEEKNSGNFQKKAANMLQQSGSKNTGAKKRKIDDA
#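 50 nM RECQ1T1 preincubated 15 min with compound in Tris pH 8.0 buffer with MgCl2, DTT, Tween-20 and 2.5 ug/ml poly(dI-dC); started with 200 nM TAMRA/BHQ-2 forked duplex and 2 mM ATP. Unwinding read as fluorescence (525/598 nm), two reads 2 h apart.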
# JMJD2E inh: blocks human JMJD2E demethylase activity; Potency, µM (titrated, usually from 57.1 µM), without a hit: top-dose activity change, negative = inhibition, usual class: inhibitors; JMJD2E catalytic domain, FDH-coupled NADH fluorescence (FDH is formaldehyde dehydrogenase); actives 1.6% (n = 230,000); B2RXH2; AID 2147; active means well fitted inhibition curve with a large enough effect, not every such curve was filed as active; inconclusive means small, poorly fitted or top-dose-only effect, or another doubt; inactive means no such curve, though single readings can be large or run the other way;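 further: 0% = wells with enzyme and -100% = buffer wells without enzyme; nearly all actives have a fitted effect of over 50% in size; many of its hits are not listed in these tables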
# The depositor's hits bear a star; i = inactive; ? = inconclusive; . = no result given; [ ] = remark or other dose. Unless noted, the call rests on the fitted dose curve; in most records, active means well fitted curve in the direction sought with a large enough effect; inconclusive means small, poorly fitted or top-dose-only effect, or another doubt; inactive means no such curve, though single readings can be large; an effect the other way counts as inactive or inconclusive. Potency means the concentration at half of the fitted maximal effect.
SMILES,NPSR antag,RGS12 GoLoco inh,SMN2 splice up,IMPase Li cell,Epigenetic derep,KinaseGlo FLuc,RECQ1 inh,JMJD2E inh
COCCN1Cc2cccc(C(=O)Nc3ccc(S(=O)(=O)N4CCCCC4)cc3)c2C1=O,-14%,8%,.,.,0.1%,.,-5%,?
CC(=O)Nc1nonc1NC(=O)c1ccc(F)cc1,1%[46.1 µM],0%,18%,5%[38.3 µM],-0.2%,-3%,-18%,2%
Cc1noc(C)c1C(=O)N1CCC2(CCCN(C(=O)Nc3ccccc3)C2)CC1,.,5%,-7%,5%,.,1%,-5%,.
Clc1ccc(Cc2noc(-c3cccs3)n2)cc1,-15%[46.1 µM],3%,0%,11%[38.3 µM],-0.2%,-7%,0%,-1%
CCOC(=O)c1ccc(NC(=O)c2c(C)[nH]c(C(=O)OCC)c2C)cc1,-17%[46.1 µM],13%,16%,38%[activator][38.3 µM],1.1%,2%,i,-6%
CCCS(=O)c1nc(C)cc(C)c1S(C)(=O)=O (stereo not given),2%,1%,0%,24%,-2.2%,2%,-1%,10%
Cn1c(NC(=O)c2cc(Cl)ccc2Cl)cc(=O)n(C)c1=O,8%[46.1 µM],3%,2%,-6%[38.3 µM],1.0%,3%,-15%,9%
COC(=O)[C@H]1CC=C[C@H]2CCN(Cc3ccc(Cl)c(Cl)c3)C(=O)[C@@H]12,.,-9%[88.7 µM],.,36%[activator],-2.8%,0%[39.9 µM],-2%[81.1 µM],.
Clc1ccccc1-c1nnc2n1-c1ccccc1SC2,15%,2%,.,.,5.4%,.,i,6%
O=C(CCc1ccc(S(=O)(=O)NCCc2ccccc2)cc1)NCc1ccc2c(c1)OCO2,-19%[46.1 µM],7%,-7%,27%[38.3 µM],0.1%,-3%,-19%,2%
CCOC(=O)C1=CN(Cc2ccc(OC)cc2)C=C(C(=O)OCC)C1c1cccs1,-50%,7%,-9%,14%,3.1%,0%,-22%,?
CCN1CCN(c2cc(C)c3cc(NC(=S)N4CCCC(C)C4)ccc3n2)CC1 (stereo not given),-14%,-3%,?,10%,4.5%,-3%,-15%,?
C/C(=N/NC(=O)c1ccoc1C)C12CC3CC(CC(C3)C1)C2,-8%[46.1 µM],-4%,-3%,20%[38.3 µM],0.0%,2%,-8%,15%
Cc1ccc(NC(=O)N2CCN(S(=O)(=O)c3ccccc3)CC2)cc1,-8%,-7%,-3%,3%,-0.2%,-2%,i,6%
CC(C)OC(=O)c1sc2nc3c(cc2c1N)C(=O)CCC3,5%[46.1 µM],5%,13%,-1%[38.3 µM],4.3%,-9%,6%,2%
OC(CN1C2=NCCCN2c2ccccc21)c1ccc(Cl)cc1 (stereo not given),3%[46.1 µM],5%,1%,20%[38.3 µM],1.7%,3%,-14%,6%
CCC(Sc1nc(C)cc(C)n1)C(=O)O (stereo not given),1%[46.1 µM],2%,0%,-9%[38.3 µM],2.4%,0%,i,-6%
CCc1cc2c(SCC(=O)N3CC(=O)Nc4ccccc43)ncnc2s1,3%,33%[activator],-7%,12%,2.6%,13%,-2%,5%
O=C(NCc1ccncc1)C(=O)N/N=C/c1ccccn1,-15%,9%,.,0%,-4.3%,4%,i,-8%
COc1ccc(S(=O)(=O)N(Cc2ccccc2)Cc2nc3ccccc3c(=O)[nH]2)cc1,-20%[46.1 µM],2%,8%,-3%[38.3 µM],-0.4%,-3%,-2%,7%
CCn1c(=O)cc(OCC(=O)N2CCc3ccccc32)c2ccccc21,?,-3%,?,1%,-1.0%,1%,6%,-2%
C=CCN1C(=O)/C(=C\c2cccs2)C(C(=O)OC)=C1C,-17%[46.1 µM],3%,-15%,40%[activator][38.3 µM],-1.2%,-1%,-4%,3%
CC(=O)c1ccc(NC(=O)C2CCC(C)(C(=O)O)C2(C)C)cc1 (stereo not given),-15%[46.1 µM],6%,2%,33%[38.3 µM],0.0%,2%,0%,3%
Cc1ccc(/C=N/N2CCCCC2)o1,24%,5%,8%,-4%,1.5%,-9%,-13%,7%
CCc1nc(N2CCC3(CC2)OCCO3)c2nnn(Cc3ccccc3)c2n1,-44%,-9%,-6%,10%,0.0%,1%,-12%,-5%
O=C(c1cc(COc2c(F)cccc2F)on1)N1CCSCC1,37%,5%,.,.,3.3%,.,-8%,4%
COC(=O)C(Cc1c[nH]c2ccccc12)N1CCS(=O)(=O)CC1 (stereo not given),6%,25%,-11%,-1%,-0.9%[10.1 µM],2%,i,3%
CC(=O)Nc1ccc(S(=O)(=O)Oc2ccc(/C=N/N=C3/NC(=O)C(CC(=O)O)S3)cc2)cc1 (stereo not given),1%,36%[activator],15%,-6%,0.0%,-3%,47%[activator],-10%
COc1ccc(Cc2nnc(SCC(=O)N3CCCC(C)C3)o2)cc1 (stereo not given),-7%,-10%,-16%,9%,-1.1%,3%,20%,-1%
Cc1ccc(-n2ccc(-c3nn(-c4ccccc4)ccc3=O)n2)cc1,4%,9%,-12%,23%,1.3%,3%,-5%,7%
COc1ccc(N(C(C)=O)C2C=CS(=O)(=O)C2)c(OC)c1 (stereo not given),-1%[46.1 µM],9%,-4%,-15%[38.3 µM],7.2%,0%,-15%,0%
CCOc1ccc(OCCSc2nnnn2-c2ccccc2)cc1,-18%[46.1 µM],2%,.,39%[activator][38.3 µM],0.8%,1%,-5%,0%
CCCCn1c(O)c(N=NC(=O)c2ccco2)c2ccccc21,-17%,-14%,15%,2%,1.1%,-7%,0%,-2%
CC(=O)Nc1ccc(C)c(NS(=O)(=O)c2cccc(C(F)(F)F)c2)c1,-6%,1%,.,.,3.3%,.,-13%,2%
N#Cc1cccc(NC(=O)N2CC[C@@]3(CCCN(C(=O)c4ccncc4)C3)C2)c1,.,8%,11%,2%,.,-1%,-7%,.
CC1(C)CC(=O)C=C(NCCN2CCN(C(=O)Nc3ccccc3)CC2)C1,-9%[46.1 µM],14%,?,7%[38.3 µM],0.0%,0%,0%,-1%
COc1ccc(S(=O)(=O)n2nc(-c3cc(OC)c(OC)c(OC)c3)cc2N)cc1OC,-7%[46.1 µM],11%,28%,8%,0.0%,3%,-2%,1%
CC1CN(c2nc3ccccn3c(=O)c2/C=C(\C#N)C(N)=O)CC(C)O1 (stereo not given),11%[7.67 µM],-2%,.,.,-0.4%,.,-9%,?
CCOC(=O)c1c(C)cc(C)[nH]c1=O,-8%,6%,.,-1%,4.0%,-3%,12%,-15%
COC(=O)c1cn(NC(=O)Cc2ccccc2Br)c(=O)c2ccccc12,-25%,1%,9%,-2%,-0.1%,0%,-1%,1%
CCOC(=O)C1C(=O)NC(N2CCOCC2)=NC1c1ccco1 (stereo not given),-7%[46.1 µM],-5%,18%,16%[38.3 µM],-1.1%,2%,0%,-3%
O=C(Cn1c(=O)c2sccc2n(Cc2ccc([N+](=O)[O-])cc2)c1=O)NCCc1ccccc1,-14%[46.1 µM],3%,-5%,2%,1.0%,3%,0%,18%
COc1ccc(NC(=O)CN2CCCCC2)c([N+](=O)[O-])c1,-6%[46.1 µM],2%,29%,0%,-0.9%,3%,-15%,2%
Cn1cc(S(=O)(=O)NCCc2ccccc2)c(=O)n(C)c1=O,12%,5%,.,.,-1.1%,.,-1%,0%
O=C(Cc1ncon1)Nc1ccc(F)c(F)c1F,-37%,-6%,.,.,-3.3%,.,-10%,-12%

# An excerpt of these results, with values under each structure.
# Screens in order: NPSR antag | RGS12 GoLoco inh | SMN2 splice up | IMPase Li cell | Epigenetic derep | KinaseGlo FLuc | RECQ1 inh | JMJD2E inh
COc1ccc(NC(=O)CN2CCCCC2)c([N+](=O)[O-])c1
  -6%[46.1 µM] | 2% | 29% | 0% | -0.9% | 3% | -15% | 2%
COC(=O)c1cn(NC(=O)Cc2ccccc2Br)c(=O)c2ccccc12
  -25% | 1% | 9% | -2% | -0.1% | 0% | -1% | 1%

# Following part
SMILES,NPSR antag,RGS12 GoLoco inh,SMN2 splice up,IMPase Li cell,Epigenetic derep,KinaseGlo FLuc,RECQ1 inh,JMJD2E inh
O=C(NCc1cccs1)c1nn2cccnc2c1Cl,-7%[46.1 µM],0%,22%,6%[38.3 µM],-0.8%,3%,-11%,-4%
O=C(Nc1ccc2c(c1)OCCO2)C1CCN(S(=O)(=O)c2ccc3c(c2)OCCO3)CC1,-2%[46.1 µM],6%,4%,20%[38.3 µM],0.0%,-3%,-9%,1%
C[C@@H](O)CCC[C@H](O)/C=C/[C@@H]1[C@@H](C/C=C\CCCC(=O)O)[C@@H](O)C[C@H]1O,.,2%,12%,9%,-1.1%,0%,3%,14%
O=C(NCCNc1ccc([N+](=O)[O-])cc1)c1ccccc1Br,-13%[46.1 µM],-5%,-14%,18%[38.3 µM],-2.6%,-2%,-13%,2%
COCCNC(=O)C(OC(=O)c1cc2oc(C)cc2n1C)C(C)C (stereo not given),-10%[46.1 µM],-20%,-19%,7%[38.3 µM],14%,-1%,-5%,8%
CCOC(=O)Cc1csc(NC(=O)c2sc3nc4c(C)cc(C)cc4cc3c2N)n1,-2%[46.1 µM],38%[activator],22µM*,-28%,?,1%,-24%,?
O=C(Oc1ccc(N(Cc2cccs2)C2=NS(=O)(=O)c3ccccc32)cc1)c1ccco1,-23%[46.1 µM],8%,-16%,16%,0.0%,4%,0%,?
CC1CC(=O)c2cnc(N3CCOCC3)nc2C1 (stereo not given),-17%[46.1 µM],8%,0%,-7%[38.3 µM],4.2%,1%,5%,-6%
CN(C)c1ccc(NS(=O)(=O)c2ccc(Cl)cc2)cc1,3%,1%,-8%,5%,1.1%,1%,-9%,-5%
COc1ccc(C2CC(c3c(-c4ccccc4)c4cc(Cl)ccc4[nH]c3=O)=NN2S(C)(=O)=O)cc1OC (stereo not given),?,2%,8%,-2%,15%,2%,-1%,-22%
O=C(CN1CCCCC1)NN(Cc1ccccc1)c1ccccc1,-4%,-4%,.,20%,0.1%,4%,i,?
Cc1nnc(SCC(=O)NC(=O)NC(C)C)s1,13%,5%,-1%,1%,-2.0%,4%,i,5%
O=C1CC(N2CCN(Cc3ccc(Cl)cc3)CC2)C(=O)N1CCc1ccccc1 (stereo not given),-5%,4%,.,.,0.0%,.,-3%,2%
Cc1nc(C)c(-c2csc(NCCc3ccccc3)n2)s1,?,-2%,-52%[inhibitor],7%[38.3 µM],-1.8%,-4%,-7%,?

# Screens deposited in PubChem BioAssay by National Center for Advancing Translational Sciences (NCATS).

# This is a subset. The share of hits here may be higher or lower than overall.
